sPLA2-III inh – Inhibits HGIII-sPLA2 liposome hydrolysis, primary screen; Q9NZ20; QFRET BODIPY PC-A2 liposome hydrolysis, fluorescence; inhibition, % at 12.2 µM; actives 0.56% (n = 370,000);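 active = inhibition above mean plus 3 SD of compounds lying within the high and low control bounds, cut at about 19% in these data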;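 also: 0% = median of test compound wells and 100% = no enzyme DMSO wells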
hcDAF12 agonist – activators of H. contortus DAF-12 nuclear receptor; AID 652067; activation, % at 6.8 µM; HEK293 hcDAF-12 lit1-tk-luc reporter, luminescence; 0% DMSO, 100% Δ7-dafachronic acid; actives 1.4% (n = 370,000);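 active = activation above the mean of all tested compounds plus 3 SD, cut at about 5.5% in these data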;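 also: 100% = response to 3 µM Δ7-dafachronic acid high control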
GC-A act – GC-A (human) enzyme activation | P16066 | activation, % at 10 µM | HEK293 GC-A cells, cGMP TR-FRET, EC30 ANP; 0% at EC30 ANP, 100% saturating ANP | actives 0.14% (n = 370,000); in the data active = activation above about 40%
hgDAF12 agonist – activates the H. glycines DAF-12 receptor ligand-binding domain | AID 687014 | actives 1.8% (n = 370,000) | activation, % at 6.8 µM | HEK293 GAL4-hgDAF12 UAS-luciferase reporter, agonist luminescence; normalized to butyrate control;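 active = activation above a cutoff set at the mean of all screened compounds plus 3 SD, cut at about 10% in these data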;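 also: 0% = DMSO wells and 100% = sodium butyrate wells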
KLK7 zymogen act – proKLK7 (human) activation, primary screen | AID 652039 | purified proKLK7, EDANS-DABCYL substrate fluorescence; 100% is mature enzyme control, 0% vehicle | P49862 | actives 0.9% (n = 370,000) | activation, % at 7 µM;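 active = activation above the mean of all tested compounds plus 3 SD, computed per campaign excluding outliers beyond control limits, cut at about 13% in these data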
DAX1 inh-1 – inhibitors of human orphan nuclear receptor DAX1 (NR0B1) | actives 0.99% (n = 340,000) | AID 504766 | inhibition, % at 6.75 µM | HEK293 Gal4-DAX1 luciferase reporter, luminescence;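 active = inhibition above the mean over all tested compounds plus 3 SD, cut at about 4.2% in these data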;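 also: 0% = DAX1-transfected cells with DMSO and 100% = empty-vector control cells with DMSO; inhibition shows as a rise in luminescence from relieved DAX1 repression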
DAX1 inh-2 – blocks DAX1 repression of SF-1 activated StAR promoter. HEK293T StAR-luciferase reporter, SF-1/DAX-1 repression relief. inhibition, % at 6.8 µM. actives 1.1% (n = 370,000). AID 652010;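 active = inhibition above the mean over all tested compounds plus 3 SD, cut at about 3.6% in these data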;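 also: 0% = DAX-1 cells with DMSO and 100% = cells lacking DAX-1 with DMSO; higher inhibition means more luminescence from relief of DAX-1 repression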
FXN GAA850 act – activators of GAA850 frataxin (FXN) promoter; HEK293 lucGAA850 FXN promoter luciferase reporter, 24 h; percent of 10 µM SAHA response; activation, % at 6 µM; actives 0.56% (n = 360,000);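 active = activation above the average of all compounds screened plus 3 SD, cutoff fixed separately per campaign, cut at about 7.5% in these data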;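 also: 0% = DMSO wells and 100% = 10 µM SAHA wells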
GC-B act – GC-B (human) receptor activation. HEK293-GC-B cells, CNP EC30, cGMP TR-FRET; 0% at EC30 CNP, 100% saturating CNP. activation, % at 10 µM. P20594. actives 0.11% (n = 370,000);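 active = activation at 10 µM reaching about 35% in either raw or pattern-adjusted values, limit read from the data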
Target sequence (P20594 whole entry, looked up): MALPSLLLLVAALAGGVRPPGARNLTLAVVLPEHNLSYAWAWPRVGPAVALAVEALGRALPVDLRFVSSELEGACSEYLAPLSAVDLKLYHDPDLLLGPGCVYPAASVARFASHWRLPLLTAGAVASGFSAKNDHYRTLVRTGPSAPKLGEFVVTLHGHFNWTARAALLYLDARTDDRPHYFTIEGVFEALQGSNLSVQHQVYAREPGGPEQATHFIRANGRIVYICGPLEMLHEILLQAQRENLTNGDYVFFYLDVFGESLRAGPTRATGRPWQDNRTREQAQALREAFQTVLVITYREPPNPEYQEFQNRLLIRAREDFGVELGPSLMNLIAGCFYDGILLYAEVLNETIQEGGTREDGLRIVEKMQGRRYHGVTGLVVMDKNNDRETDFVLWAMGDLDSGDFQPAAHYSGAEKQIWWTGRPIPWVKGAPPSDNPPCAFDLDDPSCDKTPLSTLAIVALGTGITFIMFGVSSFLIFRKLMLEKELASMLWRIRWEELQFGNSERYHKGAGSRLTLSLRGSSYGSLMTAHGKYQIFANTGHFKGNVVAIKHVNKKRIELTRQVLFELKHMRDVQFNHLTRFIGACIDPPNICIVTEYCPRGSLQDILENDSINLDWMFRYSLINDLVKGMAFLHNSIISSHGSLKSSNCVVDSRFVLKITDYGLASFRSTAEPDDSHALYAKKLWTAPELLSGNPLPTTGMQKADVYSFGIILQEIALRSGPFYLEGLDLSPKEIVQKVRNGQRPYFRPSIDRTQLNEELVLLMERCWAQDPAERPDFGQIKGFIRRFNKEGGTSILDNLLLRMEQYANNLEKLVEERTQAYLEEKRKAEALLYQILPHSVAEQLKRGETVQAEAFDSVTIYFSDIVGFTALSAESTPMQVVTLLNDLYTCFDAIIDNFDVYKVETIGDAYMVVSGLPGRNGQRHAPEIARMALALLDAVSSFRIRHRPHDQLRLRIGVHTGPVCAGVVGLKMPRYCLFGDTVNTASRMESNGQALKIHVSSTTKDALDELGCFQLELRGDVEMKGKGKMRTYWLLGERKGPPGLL
ssDAF12 agonist – activates DAF-12 receptor from parasite S. stercoralis; HEK293 ssDAF-12/GRIP1 lit1-tk-luc reporter, luminescence; % of 3 µM dafachronic acid response; activation, % at 6.8 µM; actives 1% (n = 370,000); AID 652126;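 active = activation above the mean over all tested compounds plus 3 SD, cut at about 0.9% in these data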;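 also: 0% = DMSO-only wells and 100% = 3 µM delta7-dafachronic acid wells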
SMARCA2 act – increases SMARCA2 function in MMTV reporter cells; MG213 cells, MMTV-luciferase reporter, dexamethasone, overnight; activation, % at 9.1 µM; actives 1% (n = 370,000); in the data active = activation above about 7.8%;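 also: 0% = vehicle wells and 100% = reference activator wells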
Numbers without * were called inactive; . = no result given.

Compound	sPLA2-III inh	hcDAF12 agonist	GC-A act	hgDAF12 agonist	KLK7 zymogen act	DAX1 inh-1	DAX1 inh-2	FXN GAA850 act	GC-B act	ssDAF12 agonist	SMARCA2 act
Oc1ccccc1-c1cc(-c2ccccc2)no1	-17	22*	16	15*	-1.9	4.2	6.2*	4.5	-4	4.8*	5
Cn1cnnc1SCC(=O)Nc1ccc(Cl)cc1	1	-0.3	2	0.2	-0.4	3.9	-0.2	1.5	3	-0.8	-1
c1ccc(Nc2nc(-c3ccccc3)nc3ccccc23)cc1	-17	-2.2	-1	-3.6	1.0	-2.1	-0.8	1.5	-3	-1.9	-2
CC(NC(=O)c1ccco1)c1cccc2ccccc12 (stereo not given)	-8	-2.0	0	-0.4	0.1	2.4	-1.0	-1.8	3	-1.5	0
CCOc1cc(C(=O)OCc2ccc(OC)cc2)ccc1OCC(=O)N1CCOCC1	-5	-0.1	3	-0.2	-0.2	-1.1	-0.6	2.0	1	-1.3	1
Cc1noc(C)c1S(=O)(=O)Nc1ccc(C(C)C)cc1	-6	-0.8	-3	0.9	-0.7	0.7	-0.1	0.4	0	-1.7	2
Cc1ccsc1C(=O)NNC(=O)C1CC=CCC1C(=O)O (stereo not given)	2	5.4	1	17*	-0.3	1.7	4.2*	6.3	3	1.4*	8.6*
Cc1c(C(=O)N2CCCC2)oc2ccc(Br)cc12	2	1.6	0	2.8	0.8	0.5	0.1	4.6	-9	-1.3	1
CCC(C)N(C(=O)CSc1ncnc2c1cnn2-c1ccccc1)C1CCS(=O)(=O)C1 (stereo not given)	5	0.9	4	1.4	0.3	0.4	0.7	1.1	3	-0.1	0
CC(C)Cc1nc(N2CCCCC2)c(C#N)c2c1CCC2	-1	0.3	-4	1.4	-0.2	-0.4	0.0	0.7	1	-1.1	1
Cc1ccc(S(=O)(=O)CCC(=O)OCC(=O)N(C)C2CCS(=O)(=O)C2)cc1 (stereo not given)	6	-0.7	1	1.1	-0.2	-1.1	0.4	1.3	-6	-0.8	1
CCN(CC(=O)Nc1ccc(OC)cc1)C(=O)COc1cccc2c1OC(C)(C)C2	-11	-0.1	-1	-1.3	-0.2	0.0	-0.7	-2.3	-2	-0.7	-2

Compound profiles, as listed above. Screens in order: sPLA2-III inh | hcDAF12 agonist | GC-A act | hgDAF12 agonist | KLK7 zymogen act | DAX1 inh-1 | DAX1 inh-2 | FXN GAA850 act | GC-B act | ssDAF12 agonist | SMARCA2 act
c1ccc(Nc2nc(-c3ccccc3)nc3ccccc23)cc1 as listed: -17 | -2.2 | -1 | -3.6 | 1.0 | -2.1 | -0.8 | 1.5 | -3 | -1.9 | -2
CC(C)Cc1nc(N2CCCCC2)c(C#N)c2c1CCC2 as listed: -1 | 0.3 | -4 | 1.4 | -0.2 | -0.4 | 0.0 | 0.7 | 1 | -1.1 | 1

Sorted by length of the SMILES (ascending): 9 of the compounds above.
Compound	sPLA2-III inh	hcDAF12 agonist	GC-A act	hgDAF12 agonist	KLK7 zymogen act	DAX1 inh-1	DAX1 inh-2	FXN GAA850 act	GC-B act	ssDAF12 agonist	SMARCA2 act
Oc1ccccc1-c1cc(-c2ccccc2)no1	-17	22*	16	15*	-1.9	4.2	6.2*	4.5	-4	4.8*	5
CC(NC(=O)c1ccco1)c1cccc2ccccc12 (stereo not given)	-8	-2.0	0	-0.4	0.1	2.4	-1.0	-1.8	3	-1.5	0
Cc1c(C(=O)N2CCCC2)oc2ccc(Br)cc12	2	1.6	0	2.8	0.8	0.5	0.1	4.6	-9	-1.3	1
CC(C)Cc1nc(N2CCCCC2)c(C#N)c2c1CCC2	-1	0.3	-4	1.4	-0.2	-0.4	0.0	0.7	1	-1.1	1
Cc1ccsc1C(=O)NNC(=O)C1CC=CCC1C(=O)O (stereo not given)	2	5.4	1	17*	-0.3	1.7	4.2*	6.3	3	1.4*	8.6*
Cc1noc(C)c1S(=O)(=O)Nc1ccc(C(C)C)cc1	-6	-0.8	-3	0.9	-0.7	0.7	-0.1	0.4	0	-1.7	2
CCOc1cc(C(=O)OCc2ccc(OC)cc2)ccc1OCC(=O)N1CCOCC1	-5	-0.1	3	-0.2	-0.2	-1.1	-0.6	2.0	1	-1.3	1
CCN(CC(=O)Nc1ccc(OC)cc1)C(=O)COc1cccc2c1OC(C)(C)C2	-11	-0.1	-1	-1.3	-0.2	0.0	-0.7	-2.3	-2	-0.7	-2
Cc1ccc(S(=O)(=O)CCC(=O)OCC(=O)N(C)C2CCS(=O)(=O)C2)cc1 (stereo not given)	6	-0.7	1	1.1	-0.2	-1.1	0.4	1.3	-6	-0.8	1

(further entries)
Compound	sPLA2-III inh	hcDAF12 agonist	GC-A act	hgDAF12 agonist	KLK7 zymogen act	DAX1 inh-1	DAX1 inh-2	FXN GAA850 act	GC-B act	ssDAF12 agonist	SMARCA2 act
CC(=O)Nc1ccc(S(=O)(=O)Nc2cc([N+](=O)[O-])ccc2C)cc1	-7	0.0	-4	1.0	0.8	1.2	-0.6	2.9	-2	-0.9	-3
CCOC(=O)C1=C(COC(=O)CNS(=O)(=O)c2ccc(NC(C)=O)cc2)NC(=O)NC1C (stereo not given)	11	-0.8	1	4.0	-0.4	0.1	1.1	-0.8	5	-0.8	0
CN1COc2ccc3ccccc3c2C1	2	1.8	0	1.6	-0.8	0.7	0.2	0.4	2	-0.1	0
CCN(C(=O)CSc1ncccc1C(=O)OC(C)C)c1cccc(C)c1	7	0.6	-8	1.8	0.1	-0.3	0.5	-2.4	1	-1.2	0
CC(=O)N1CCCc2cc(S(=O)(=O)N3CCCC(C(=O)N4CCN(c5cc(C)ccc5C)CC4)C3)ccc21 (stereo not given)	-18	-5.5	-6	-6.3	0.8	-2.2	-1.8	-1.6	12	-2.2	-4
Cc1cc(C(=O)Nc2ccccc2C)on1	2	-0.7	3	2.8	0.0	-1.2	-0.2	0.7	3	-1.2	-2
CCOC(=O)c1cc(-c2ccccc2)n(CC(=O)Nc2cc(OC)cc(OC)c2)c1C	-1	2.6	-8	-4.1	0.0	-1.3	-0.8	0.2	-9	-1.9	-5
Fc1ccccc1-c1nnc2n1N=C(c1ccc(OC(F)F)c(OCC3CC3)c1)CS2	-1	-1.3	4	0.9	0.5	0.7	-0.6	7.0	0	-1.1	3
CN(C)CCCN(C(=O)CCc1ccccc1)c1nc2ccc(Cl)cc2s1	-19	-0.7	-22	-0.3	-0.3	-0.1	0.3	0.9	-13	-0.8	0
COc1ccc(-c2coc3c(CN4CCCCC4C)c(O)ccc3c2=O)cc1 (stereo not given)	0	-0.9	4	-1.0	46*	0.4	-0.6	0.5	0	-1.4	-3
Cc1ccc2nc(SCC(=O)NCc3ccccc3Cl)nc(=O)n2c1	-5	-2.0	1	0.3	0.0	-0.2	-1.5	1.0	4	-1.3	-2
Cc1ccc(N(C(=O)C2CCCC2)C2C=CS(=O)(=O)C2)cc1 (stereo not given)	3	-1.6	-4	0.3	-0.2	0.6	-0.8	-1.1	-9	-0.5	0

Additional compounds follow.
Compound	sPLA2-III inh	hcDAF12 agonist	GC-A act	hgDAF12 agonist	KLK7 zymogen act	DAX1 inh-1	DAX1 inh-2	FXN GAA850 act	GC-B act	ssDAF12 agonist	SMARCA2 act
COc1ccccc1-c1nc(SCC(=O)Nc2ccccc2F)n[nH]1	-3	1.1	0	5.8	0.1	0.9	-0.9	0.4	0	-0.3	0
CCOCCOCN(C#N)c1nc(OC)nc(N(C)C)n1	3	-0.1	1	0.2	0.6	0.0	0.1	0.4	6	-1.0	-1
COc1ccccc1NC(=O)CN1C(=O)C(C)SC(C)C1=O (stereo not given)	1	-0.7	3	-1.3	0.3	-0.4	0.2	2.4	-1	-0.8	-2
CCOC(=O)c1c(S(=O)(=O)N2CCCCC2C)c(C)n(C)c1C (stereo not given)	5	-0.9	1	-1.0	-0.3	0.0	-0.3	0.8	-1	-1.1	0
CC(C)(C)c1ccc(Cn2nnc3c(=O)[nH]c(C4CCCN(C(=O)c5ccco5)C4)nc32)cc1 (stereo not given)	-28	0.4	-7	-0.3	0.5	0.9	-0.3	1.4	-6	-1.1	-3
O=C1C=C(NCCc2cc(Br)c(O)c(Br)c2)C(=O)c2ncccc21	-8	-0.6	7	-3.6	1.4	-6.0	-4.8	-14	-7	-0.8	-10
COc1cc2c(cc1NC(=O)CN(C)Cc1nc3ccccc3c(=O)[nH]1)oc1ccccc12	7	0.7	.	3.4	0.5	-0.3	-0.9	-1.6	.	-0.7	0
N#Cc1ccc(NC(=O)Cn2cnc(S(=O)(=O)N3CCCCC3)c2)cc1	2	-2.3	2	-0.7	0.2	0.0	-1.1	0.7	-2	-1.0	1
C[C@H](NC(=O)c1nc[nH]c1C(=O)N1CCNCC1)C(=O)OCc1ccccc1	11	0.5	1	3.4	-0.4	-0.1	0.2	-0.9	3	-1.3	0
COc1ccc(CCNS(=O)(=O)c2cccc([N+](=O)[O-])c2)cc1	-8	-1.0	-2	0.6	0.4	0.7	-0.1	1.7	5	-1.5	-3
Cc1ccccc1NC(=O)NCCCN1CCN(C)CC1	-1	1.6	7	-0.3	0.0	-1.2	-0.2	-0.5	2	-1.0	2
Cc1ccccc1CN1CCN(C(=O)[C@H]2O[C@@H](n3cnc(C(N)=O)n3)[C@H](O)[C@@H]2O)CC1	6	0.7	1	-1.0	0.9	.	-1.0	.	5	-0.5	-4
